Assay outcomes (PubChem BioAssay)
TIM10 inh – growth inhibitors of TIM10 yeast strain; S. cerevisiae TIM10 strain growth, BacTiter-Glo luminescence, 24 h; 330,000 compounds, 1.4% hits; inhibition, % at 10 µM;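 active = inhibition of 40% or more at the single tested concentration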;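 also: wild-type TIM10 isogenic control strain grown at permissive 25 °C; 0% = DMSO yeast wells and 100% = minimal medium wells without yeast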
APOBEC3G inh – blocks human APOBEC3G single-stranded DNA deamination. Q9HC16. recombinant A3G, ssDNA deamination FAM/TAMRA fluorescence. inhibition, % at 20 µM. 330,000 compounds, 0.28% hits;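 active = inhibition of at least 40% at 20 µM, with no more than 30% in the related APOBEC3A deaminase screen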;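 also: plate controls were DMSO wells with A3G for no effect and wells lacking A3G enzyme for full effect; some compounds called inactive have numbers as strong as hits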
Target sequence (Q9HC16 whole entry, looked up): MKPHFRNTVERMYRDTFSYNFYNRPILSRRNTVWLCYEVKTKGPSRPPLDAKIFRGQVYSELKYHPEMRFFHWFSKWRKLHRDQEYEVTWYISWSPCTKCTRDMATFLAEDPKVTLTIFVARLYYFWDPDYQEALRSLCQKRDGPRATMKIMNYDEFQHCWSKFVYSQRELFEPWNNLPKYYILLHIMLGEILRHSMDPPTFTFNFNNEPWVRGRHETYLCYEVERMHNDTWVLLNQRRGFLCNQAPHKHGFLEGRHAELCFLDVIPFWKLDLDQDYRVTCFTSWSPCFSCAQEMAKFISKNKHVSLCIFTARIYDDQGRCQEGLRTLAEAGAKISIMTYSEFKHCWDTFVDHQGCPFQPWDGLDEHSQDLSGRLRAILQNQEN
mIAP inh – mouse IAP inhibition; purified mouse IAP, CDP-Star luminescence, 30 min; inhibition, % at 10 µM; 330,000 compounds, 0.2% hits;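 active = inhibition of at least 40% at 10 µM in the primary screen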;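 also: plate controls were DMSO with enzyme for no effect and no enzyme wells for full effect; values of inactives mirror those of a sister screen read the other way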
NLRP3 yeast inh – NALP3 inhibition in yeast. Yeast reconstituted NLRP3/ASC/caspase-1, beta-gal luminescence, 24 h. AID 2825. 330,000 compounds, 0.39% hits. inhibition, % at 10 µM;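 active = inhibition of 50% or more; inactive = inhibition below 50%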;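 also: plate controls were induced DMSO wells for no effect and uninduced yeast grown without galactose for full effect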
A3A deaminase – human APOBEC3A DNA deaminase inhibition. AID 493011. inhibition, % at 20 µM. recombinant A3A, FAM/TAMRA ssDNA deamination fluorescence. 330,000 compounds, 0.41% hits. P31941;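 active = at least 40% inhibition at 20 µM here, with at most 30% in a related deaminase screen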;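 also: plate controls were A3A with DMSO for no effect and wells lacking A3A enzyme for full effect; some results filed as inactive read as strong as hits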
tim10-1 inh – tim10-1 yeast growth inhibition | S. cerevisiae tim10-1 ts strain growth, BacTiter-Glo, 24 h | inhibition, % at 20 µM | 330,000 compounds, 2.2% hits;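 active = inhibition of at least 40%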;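 also: mutant grown at 25 °C; 0% = DMSO wells with yeast and 100% = wells holding no yeast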
hIAP inh – blocks human intestinal alkaline phosphatase | P09923 | purified IAP, CDP-Star luminescence, 30 min | inhibition, % at 10 µM | 330,000 compounds, 0.12% hits | AID 2544;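 active = inhibition reaching a set limit with compound at 10 µM in the primary screen, cut at about 35% in these data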;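 also: plate controls were DMSO wells with enzyme for no effect and no-enzyme buffer wells for full effect; values of inactives mirror those of a sister screen read the other way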
Target sequence (P09923 whole entry, looked up): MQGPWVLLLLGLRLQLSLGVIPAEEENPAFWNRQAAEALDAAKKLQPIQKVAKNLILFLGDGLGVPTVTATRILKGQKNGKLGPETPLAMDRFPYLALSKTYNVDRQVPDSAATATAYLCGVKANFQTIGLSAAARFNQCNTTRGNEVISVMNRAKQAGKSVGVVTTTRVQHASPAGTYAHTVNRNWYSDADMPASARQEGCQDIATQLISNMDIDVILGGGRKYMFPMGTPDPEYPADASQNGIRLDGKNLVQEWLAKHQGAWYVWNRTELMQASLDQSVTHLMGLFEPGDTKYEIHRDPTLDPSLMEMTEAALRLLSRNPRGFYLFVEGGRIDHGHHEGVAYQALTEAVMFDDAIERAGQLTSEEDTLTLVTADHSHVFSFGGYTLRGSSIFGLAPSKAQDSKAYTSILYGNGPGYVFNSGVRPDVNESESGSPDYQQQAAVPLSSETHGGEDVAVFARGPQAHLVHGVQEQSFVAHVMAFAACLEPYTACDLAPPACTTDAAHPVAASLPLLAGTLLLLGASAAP
mIAP activ – increases mouse intestinal alkaline phosphatase activity; muIAP, CDP-Star luminescence, 30 min; stronger effect = higher value; 1 = vehicle-only enzyme signal, 0 = enzyme-free wells; activation factor at 10 µM; 330,000 compounds, 0.24% hits; AID 2805;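 active = activation factor of at least 2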; also: the source names both 10 and 20 µM as test concentration; values of inactives mirror those of a sister screen read the other way
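Assay system: mouse IAP enzyme; Reagent: CDP-Star chemiluminescent phosphatase substrate; Compound: DMSO-dissolved test compounds; Incubation: 30 min, room temperature; Technique: luminescence from enzymatic CDP-Star hydrolysis; Controls: DMSO-only wells and no-enzyme negative control.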
MIN6 prolif – inducers of beta-cell replication in MIN6 cells; MIN6 cells proliferation, ATPlite luminescence, 48 h; cells starved in 0.2% serum; 100% = growth in 10% serum; proliferation, % at 10 µM; AID 2380; 330,000 compounds, 0.29% hits;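 active = compounds whose signal lies at least 3.5 SD above the mean of all wells on their plate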;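 also: 0% = DMSO-treated cells in low-serum medium and 100% = 10% serum control; some compounds called inactive have numbers as strong as hits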
* hit, by the source's call; · = no result given.

Screens in order – APOBEC3G inh, NLRP3 yeast inh, hIAP inh, MIN6 prolif, tim10-1 inh, mIAP inh, mIAP activ, TIM10 inh, A3A deaminase
[1] Cc1ccc(Cl)cc1NC(=O)CCn1cccc1
    -4, 33, -1, 0, 14, 0, 1, 7, -3
[2] O=C(N/N=C/C(Cl)=C/c1ccc([N+](=O)[O-])cc1)C(=O)Nc1ccc(C(=O)O)cc1
    -1, 4, 0, -6, -5, 20, 0.8, -21, 3
[3] O=C(COC(=O)c1cc(S(=O)(=O)N2CCOCC2)c(Cl)cc1Cl)NC1CC1
    -2, -3, 1, -3, 2, 6, 0.94, 37, 0
[4] C/C(=N\NC(=O)c1nnn(-c2nonc2N)c1-c1cccs1)c1cccc(O)c1
    -2, 8, -16, 1, 5, -1, 1, -2, 39
[5] CC(NC(=O)/C(C#N)=C/c1cccs1)c1ccccc1 (stereo not drawn)
    -12, 21, -33, -3, 25, -13, 1.1, 15, -6
[6] COc1cc(C(=O)OCCCc2cc3ccccc3c(=O)o2)cc(OC)c1OC
    -7, 35, -12, 1, 3, 6, 0.94, -5, -5
[7] O=C(Nc1ccc(N2CCOCC2)cc1)c1cc2c(s1)CCCCC2
    1, 7, 6, -3, 3, 12, 0.88, 3, 10
[8] CCOC(=O)c1c(C)oc2ccc(OCC(=O)N(CC)CC)cc12
    2, 15, -17, -2, 14, -7, 1.1, 4, 2
[9] CN(Cc1c(C(=O)N/N=C/c2cccc(O)c2)nnn1-c1nonc1N)C1CCCCC1
    -6, -5, -26, -2, -7, 1, 0.99, 6, -4
[10] Oc1ccc(/C=N/N=C/c2ccc(O)c(O)c2)cc1O
    -7, 23, 0, -3, 1, 60*, 0.4, -9, -4
[11] Cc1ccc(NC(=O)c2cc(NC(=O)c3ccco3)ccc2N2CCCCC2)cc1
    -1, 11, 7, -4, 18, -12, 1.1, 12, 10
[12] O=C(Cn1cccc1C(=O)c1ccccc1)NCCCc1ccccc1
    -4, 13, -10, 2, 17, 9, 0.91, 2, -4
[13] c1ccc(-c2nc(NCCCn3ccnc3)c3oc4ccccc4c3n2)cc1
    -1, 8, 5, -4, 40, 6, 0.94, 29, 1
[14] NC(=O)c1ccc(NC(=O)CCNC(=O)c2ccco2)cc1
    0, -1, -32, -1, -2, -12, 1.1, -6, 2
[15] COc1ccccc1NC(=O)C12CCC(C)(C(=O)C1)C2(C)C (stereo not drawn)
    1, 18, 1, 3, 22, -4, 1, -3, 0
[16] CCCCc1nc(NCCNC(=O)c2ccco2)c(C#N)c2c1CSC(C)(C)C2
    3, 4, 11, -2, -5, 5, 0.95, -36, 6
[17] CC/C(=C/c1sc2ccc(C)cc2[n+]1CCO)SC
    3, 0, 14, -6, -4, 6, 0.94, -7, 2
[18] CCOC(=O)CN1CC23C=CC(O2)C(C(=O)Nc2ccc(F)c(C)c2)C3C1=O (stereo not drawn)
    -8, 14, -23, 0, 13, -2, 1, 3, -2
[19] Brc1ccc(OCCCCN2CCCCC2)cc1
    5, 23, -29, -1, 9, 3, 0.97, 1, -5
[20] Clc1cc(Cl)cc(CSc2nnc(-c3sccc3-n3cccc3)o2)c1
    -6, 5, -18, -2, 9, 9, 0.91, 13, -7
[21] N#Cc1ccccc1COC(=O)c1ccc(Br)o1
    1, 1, 9, 3, 29, 4, 0.96, 22, -1
[22] COCCCNC(=O)C[C@H]1C[C@H](C(=O)N2CCOCC2)[C@@]2(C)c3[nH]c4cc(-c5ccco5)ccc4c3CCN2C1=O
    -3, ·, ·, ·, -4, -17, 1.1, -1, 0
[23] COCCCNC(=O)C1CCN(c2ccc(N3CCOCC3)nn2)CC1
    -6, 9, -12, 0, -6, -4, 1, -24, 1
[24] Cc1nc2c(c(=O)c3ccccc3n2C)c(=O)n1-c1ccccc1
    -4, 5, -8, 0, -6, -4, 1, 9, -2
[25] CCCCC1(C)OC(=O)C(=Cc2ccc(-c3ccc(Cl)c(C(=O)O)c3)o2)C(=O)O1 (stereo not drawn)
    26, -6, 4, -1, 7, 8, 0.92, -2, 55*
[26] CC1(C)CC(=O)C(C(=O)C2CCN(S(=O)(=O)c3ccccc3)CC2)C(=O)C1
    -7, 14, 9, -1, 17, 6, 0.94, 12, 47*
[27] Cc1cccc(NC(=O)CSc2nnc(-c3ccccc3Br)o2)c1C
    -9, 16, -3, 0, -2, 12, 0.88, 1, -5
[28] c1ccc(N/N=C2\CCCc3ccccc32)nc1
    -5, -18, 6, -3, 37, -12, 1.1, 7, -8
[29] CC(CNC(=O)CN1C(=O)c2cccnc2Oc2ccc(Cl)cc21)c1ccccc1 (stereo not drawn)
    -4, 17, -27, -4, 8, -4, 1, 9, -3
[30] COc1ccc(NC(=O)COc2ccc(Br)cc2)c(OC)c1
    -3, 40, 15, 0, 5, -3, 1, -5, 0

An excerpt of the results above, for reference:
Screens in order – APOBEC3G inh, NLRP3 yeast inh, hIAP inh, MIN6 prolif, tim10-1 inh, mIAP inh, mIAP activ, TIM10 inh, A3A deaminase
[1] Cc1ccc(Cl)cc1NC(=O)CCn1cccc1
    -4, 33, -1, 0, 14, 0, 1, 7, -3
[2] O=C(N/N=C/C(Cl)=C/c1ccc([N+](=O)[O-])cc1)C(=O)Nc1ccc(C(=O)O)cc1
    -1, 4, 0, -6, -5, 20, 0.8, -21, 3
[3] O=C(COC(=O)c1cc(S(=O)(=O)N2CCOCC2)c(Cl)cc1Cl)NC1CC1
    -2, -3, 1, -3, 2, 6, 0.94, 37, 0
[4] C/C(=N\NC(=O)c1nnn(-c2nonc2N)c1-c1cccs1)c1cccc(O)c1
    -2, 8, -16, 1, 5, -1, 1, -2, 39
[5] CC(NC(=O)/C(C#N)=C/c1cccs1)c1ccccc1 (stereo not drawn)
    -12, 21, -33, -3, 25, -13, 1.1, 15, -6
[6] COc1cc(C(=O)OCCCc2cc3ccccc3c(=O)o2)cc(OC)c1OC
    -7, 35, -12, 1, 3, 6, 0.94, -5, -5
[7] O=C(Nc1ccc(N2CCOCC2)cc1)c1cc2c(s1)CCCCC2
    1, 7, 6, -3, 3, 12, 0.88, 3, 10
[8] CCOC(=O)c1c(C)oc2ccc(OCC(=O)N(CC)CC)cc12
    2, 15, -17, -2, 14, -7, 1.1, 4, 2
[9] CN(Cc1c(C(=O)N/N=C/c2cccc(O)c2)nnn1-c1nonc1N)C1CCCCC1
    -6, -5, -26, -2, -7, 1, 0.99, 6, -4

(listing goes on)
Screens in order – APOBEC3G inh, NLRP3 yeast inh, hIAP inh, MIN6 prolif, tim10-1 inh, mIAP inh, mIAP activ, TIM10 inh, A3A deaminase
[31] CC12CN3CCN(CC(C3)/C1=N\NC(=O)Nc1cccc(Cl)c1)C2
    -2, -4, -9, -1, 8, -5, 1.1, -7, 0
[32] O=C(O)C1CC=CCC1C(=O)Nc1cccc(F)c1 (stereo not drawn)
    1, -5, -22, -3, -8, -22, 1.2, -1, 7
[33] O=C(Cn1nc2ccccc2n1)N/N=C/c1ccc(F)cc1
    -7, 0, 4, 1, 12, 0, 1, 4, -2
[34] O=C(O)c1ccc(CSc2nc(-c3ccc(Cl)cc3)cc(C(F)(F)F)n2)cc1
    8, 2, 1, -4, 1, 8, 0.92, 2, -4
[35] Cc1cccc(NC(=S)NNC(=O)Cc2ccccc2)c1
    0, 4, -4, 0, 22, 21, 0.79, 6, 6
[36] CC12CC3CC(C)(C1)CC(C(=O)NC(=S)N1CCCCC1)(C3)C2
    -10, 25, -8, -2, 25, -6, 1.1, 41*, -1
[37] Cc1ccccc1NC(=S)/C(=C(\[O-])c1cc(C)n(Cc2ccccc2Cl)c1C)[n+]1ccccc1
    -8, 22, 14, -4, 15, 7, 0.93, 17, -1
[38] COc1ccc(OC)c(CN2CCC(CNC(=O)Nc3cccc(Cl)c3)CC2)c1
    1, 16, -41, -1, -10, -96, 2, -27, 5
[39] Cc1ccc(S(=O)(=O)N(C)c2ccc(OCC(=O)NC3=NCCS3)cc2)cc1
    -3, 12, -3, -2, 20, -11, 1.1, 16, 6
[40] CCOC(=O)c1cccc(NC(=O)CSc2nc(N)cc(N)n2)c1
    -2, 11, -6, -2, 14, 5, 0.95, 14, 2
[41] COc1ccc(C(=O)C(=O)c2ccc(OCCO)cc2)cc1
    10, 17, -3, -1, 15, -6, 1.1, 12, 6
[42] CC1CCCN(C2=C(Cl)C(=O)N(c3cccc(Cl)c3)C2=O)C1 (stereo not drawn)
    -7, 9, 9, 2, 35, -4, 1, 33, -3
[43] Cc1ccc(NC(=O)COc2ccc(N(C)C(=O)C(C)(C)C)cc2)cc1S(=O)(=O)N1CCCCC1
    0, 16, -10, -6, 9, -79, 1.8, 7, -3
[44] N#Cc1ccc(OCC(=O)NCCCn2ccnc2)cc1
    -7, 7, -13, -1, -9, -6, 1.1, -17, -2
[45] COc1ccc(NC(=O)CN(Cc2ccccc2)S(C)(=O)=O)c(OC)c1
    -5, 0, 14, -1, 13, 9, 0.91, 4, -1
[46] CCOc1cc(C(=S)N2CCC(O)CC2)ccc1OS(=O)(=O)c1ccc(Br)cc1
    -3, -1, -1, 1, 15, 8, 0.92, -1, -4
[47] CN(Cc1ccc(Cl)c(Cl)c1)C(=O)C1=CC=CN2CCS(=O)(=O)N=C12
    15, -1, 1, -2, -17, 12, 0.89, -4, 47*
[48] CCn1cc(/C=C(\NC(=O)c2ccccc2Cl)C(=O)NCCN2CCOCC2)c2ccccc21
    -4, 11, 13, 1, -1, 8, 0.92, 14, -6
[49] O=C(NCc1ccc(Cl)cc1)c1cc(=O)[nH]c2ccc(S(=O)(=O)N3CCOCC3)cc12
    -4, 0, 1, 0, 10, -5, 1, -7, 2
[50] CCCOC(=O)c1ccc(NC(=O)c2cnccn2)cc1
    -4, 45, 9, -2, 11, 10, 0.9, 16, -1
[51] COc1ccc(N(CC(=O)NCc2ccncc2)S(=O)(=O)c2ccc(C)c([N+](=O)[O-])c2)cc1
    -5, 17, 6, -3, 4, -3, 1, -7, 1
[52] CCCCn1c(N)c(N(CC(C)C)C(=O)C2CCN(S(=O)(=O)c3ccc(F)cc3)CC2)c(=O)[nH]c1=O
    -8, 12, 4, -4, -4, 12, 0.88, 11, -2
[53] CCN1CCN(c2nc3ccccc3nc2C(C#N)S(=O)(=O)c2ccc(C)c(C)c2)CC1 (stereo not drawn)
    1, 13, -19, -1, 13, -5, 1, 13, 1
